AMPAR-TARP mod: modulators of GluA2-stargazin AMPA receptor complexes, primary screen, cell-based, membrane potential dye; Voltage-dependent calcium channel gamma-2 subunit (Mus musculus) + Glutamate receptor 2 …; HEK293 GluA2+stargazin, membrane potential dye (FDSS), glutamate EC50; hits were called plate by plate, in both directions; calls only at 30 µM; 3.5% of 40,000 active; AID 1259245, 2017;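 active means any of four per-well response measures lying three or more SD from its plate-wide compound average, in either direction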
AMPAR-TARP mod agonism max-min: second read-out of AMPAR-TARP mod, no call of its own (marks repeat the call); compound max-min signal; compound-alone response (agonism);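 unitless range of fluorescence divided by baseline over first 100 seconds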
AMPAR-TARP mod glutamate slope: also measured in AMPAR-TARP mod; calls as there; glutamate slope, % of max; measured here: glutamate response slope, % max;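 scaled per plate between vehicle wells and maximal 1 mM glutamate control wells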
* marks the source's active call; other numbers are inactive results; i = inactive; + = active, no number. This is a subset (hit frequency here may not be typical).

SMILES | AMPAR-TARP mod | AMPAR-TARP mod agonism max-min | AMPAR-TARP mod glutamate slope
Cc1cccc2sc(N(CCN3CCOCC3)C(=O)c3cccc(S(C)(=O)=O)c3)nc12 | i | 0.065 | 47
CCn1c(SCc2nc(-c3ccc4c(c3)OCO4)no2)nc2ccccc2c1=O | i | 0.1 | 68
Cc1cc(C)nc(NC(=O)NCCCSc2nncn2C)n1 | i | 0.091 | 53
O=C(NCC1CCN(C(=O)c2ccccc2F)CC1)c1ccc2nsnc2c1 | i | 0.059 | 66
Cn1c(=O)c2c(SCC(=O)NCc3ccc4c(c3)OCO4)ccnc2n(C)c1=O | i | 0.057 | 33
O=C(NCCOc1ccc2nnc(-c3ccc(F)cc3)n2n1)Nc1cc(F)ccc1F | i | 0.073 | 50
CCn1nnc2c(=O)n(Cc3ccc(Br)cc3)cnc21 | i | 0.049 | 25
O=c1nc2c(-c3cccc(Cl)c3)n[nH]n2c2ccc(Cl)cc12 | i | 0.1 | 44
O=C(Cn1c(CO)cnc1SCc1c(F)cccc1Cl)NC1CCCC1 | + | 0.042* | 33*
COc1cccc(CNC(=O)C(=O)Nc2ccc(Cl)c(N3CCCS3(=O)=O)c2)c1 | i | 0.086 | 89
CCOc1ccc2nc(N3CCCCC3)sc2c1 | i | 0.13 | 57
CCOC(=O)N1CCN(C(=O)CN2CCC(c3nnc(-c4ccc(F)cc4)o3)CC2)CC1 | i | 0.1 | 58
COc1cccc(OCCn2c(CN3CCCCC3)nc3ccccc32)c1 | i | 0.11 | 70
CC(C)C(=O)Nc1ccc(S(=O)(=O)Nc2ccc3c(c2)C(=O)N(C)CCO3)cc1 | i | 0.065 | -7
COc1ccc(OCC(=O)Nc2ccc(N3CCCC3=O)c(OC)c2)cc1 | i | 0.063 | 46
O=C(Nc1ccc([N+](=O)[O-])cc1)c1ccc(=O)n(Cc2ccccc2Cl)c1 | i | 0.078 | 40
COCC(C)NC(=O)C(=O)Nc1ccon1 (centres undefined) | i | 0.092 | 51
Cc1c(C(=O)NCC(c2cccs2)N(C)C)cccc1[N+](=O)[O-] (centres undefined) | i | 0.035 | 50
CCc1ccc(N2CC(O)Cn3c2nc2c3c(=O)n(C)c(=O)n2C)cc1 (centres undefined) | i | 0.062 | 34
COc1ccc(Nc2nnc(Cc3ccc(C)cc3)c(=O)[nH]2)cc1OC | i | 0.084 | 47
COc1ccc(C(=O)Nc2cccc(-c3cn4nc(OC)ccc4n3)c2)c(OC)c1 | i | 0.023 | 33
Cc1ccc(CNC(=O)C(=O)NCc2ccsc2)cc1 | i | 0.027 | 25
COc1ccc(CC(=O)Nc2nnc(-c3cc(C)ccc3C)o2)cc1 | i | 0.082 | 59
NC(=O)C1Cc2ccccc2N1C(=O)Nc1ccccc1 (centres undefined) | i | 0.062 | 56
O=C(Nc1ccc(CC(=O)N2CCOCC2)cc1)C1CCCC1 | i | 0.046 | 35
SMILES | AMPAR-TARP mod | AMPAR-TARP mod agonism max-min | AMPAR-TARP mod glutamate slope
CCOC(=O)C(=O)NCC1CCCN1S(=O)(=O)c1cc(C)ccc1C (centres undefined) | i | 0.047 | 51
CCc1ccc(-c2cc3c(=O)[nH]nc(SCC(=O)NCc4ccccc4Cl)n3n2)cc1 | i | 0.14 | 64
CC(C)c1nnc(C2CCN(C(=O)c3ccc4nc[nH]c4c3)CC2)o1 | i | 0.12 | 58
COc1cccc(-c2cc3ccc(O)cc3oc2=O)c1 | i | 0.15 | 39
Cn1nc(CNC(=O)Nc2cccs2)c2ccccc2c1=O | i | 0.16 | 45
COc1ccc(OCCN2CC(=O)N(c3ccccc3)C3CS(=O)(=O)CC32)cc1 (centres undefined) | i | 0.064 | 62
CSCCC(C)(O)CNC(=O)/C=C/c1ccc2c(c1)OCO2 (centres undefined) | i | 0.052 | 56
COc1ccc(-c2ccc(OCCNS(=O)(=O)c3cc(C)ccc3OC)nn2)cc1 | i | 0.04 | 57
COc1ccc(Cc2nnc(C3CCN(C(=O)/C=C/c4cccs4)CC3)s2)cc1 | i | 0.13 | 70
COc1ccc(-n2c3c(cc(C(=O)Nc4ccc(C)c(C)c4)c2=O)C(=O)CC(C)(C)C3)cc1 | i | 0.041 | 50
CC(=O)c1ccc(NC(=O)Cn2nc(-c3ccc(Cl)cc3)ccc2=O)cc1 | i | 0.046 | 50
COCCN1CCC(CNC(=O)C(=O)Nc2cccc(F)c2)CC1 | i | 0.056 | 49
CC12CCC(c3c(C(=O)O)nn(-c4ccccc4)c31)C2(C)C (centres undefined) | i | 0.1 | 66
Cc1cccc(N2CCN(CCNC(=O)CCc3nnc4n(Cc5ccccc5)c(=O)c5ccccc5n34)CC2)c1C | i | 0.049 | 29
O=S(=O)(NCCN1CCC(c2cccs2)CC1)c1ccccc1Cl | i | 0.079 | 57
Cc1ccc(C)c(NC(=O)c2cnc3c(c(C)nn3-c3ccccc3)c2Cl)c1 | i | 0.086 | 56
CC(C)N(CC#CCNS(=O)(=O)c1cc(F)ccc1F)C(C)C | i | 0.082 | 54
Cc1cccc(OCC(O)Cn2c(N3CCC(C)CC3)nc3c2c(=O)n(C)c(=O)n3C)c1 (centres undefined) | i | 0.094 | 73
CCNC(=O)C(=O)Nc1ccc2c(c1)N(S(C)(=O)=O)CCC2 | i | 0.064 | 41
Cc1cc2c(=O)n(Cc3ccco3)c(SCC(=O)NCC3CCCO3)nc2s1 (centres undefined) | i | 0.11 | 49
CC(C)N(C(=O)Cn1c(C2CC(=O)N(Cc3ccccc3)C2)nc2ccccc21)C(C)C (centres undefined) | i | 0.036 | 56
CC1CS(=O)(=O)N(c2cccc(C(=O)NC(C)(C)C)c2)C1=O (centres undefined) | i | 0.13 | 64
COc1ccc(F)cc1S(=O)(=O)Nc1ccc2c(c1)N(S(C)(=O)=O)CCC2 | i | 0.11 | 67
Cc1cc(C(=O)Nc2ccc(CC(=O)N(C)C)cc2)no1 | i | 0.11 | 42
O=C(NCCc1c[nH]c2ccccc12)c1ccc2c(c1)[nH]c(=S)n1c3ccccc3nc21 | i | 0.098 | 83

Part of the list above in another layout:
structure: CC(C)N(C(=O)Cn1c(C2CC(=O)N(Cc3ccccc3)C2)nc2ccccc21)C(C)C (centres undefined)
  AMPAR-TARP mod: i
  AMPAR-TARP mod agonism max-min: 0.036
  AMPAR-TARP mod glutamate slope: 56

structure: CC1CS(=O)(=O)N(c2cccc(C(=O)NC(C)(C)C)c2)C1=O (centres undefined)
  AMPAR-TARP mod: i
  AMPAR-TARP mod agonism max-min: 0.13
  AMPAR-TARP mod glutamate slope: 64

structure: COc1ccc(F)cc1S(=O)(=O)Nc1ccc2c(c1)N(S(C)(=O)=O)CCC2
  AMPAR-TARP mod: i
  AMPAR-TARP mod agonism max-min: 0.11
  AMPAR-TARP mod glutamate slope: 67

structure: Cc1cc(C(=O)Nc2ccc(CC(=O)N(C)C)cc2)no1
  AMPAR-TARP mod: i
  AMPAR-TARP mod agonism max-min: 0.11
  AMPAR-TARP mod glutamate slope: 42

Additional records
SMILES | AMPAR-TARP mod | AMPAR-TARP mod agonism max-min | AMPAR-TARP mod glutamate slope
COC(=O)NCC1CCN(C(=O)Nc2ccccc2OC)CC1 | i | 0.06 | 34
COc1ccc(C(=O)CSc2nccn(-c3ccc(Br)cc3)c2=O)cc1 | i | 0.11 | 44
CC(=O)N1CCc2c(sc(NC(=O)c3ccc(C)cc3)c2-c2nc3ccccc3s2)C1 | i | 0.12 | 64
CC(=O)Nc1ccc(S(=O)(=O)Nc2ccc3c(c2)N(C(=O)C2CCCC2)CC3)c(C)c1 | i | 0.063 | 73
O=C(CCn1nnc2ccccc2c1=O)Nc1nc(-c2ccco2)cs1 | i | 0.12 | 53
Cc1cc(C(=O)N2CCN(C)CC2)nn1CC(=O)NCCc1ccc(F)cc1 | i | 0.077 | 61
Cc1ccc(S(=O)(=O)N2CCCCCC2)cc1C | i | 0.057 | 62
O=C(NCc1ccccc1)N1CCN(c2ccc(-c3ccncc3)nn2)CC1 | i | 0.12 | 40
Cc1ccc(C)c(S(=O)(=O)N2CCC(Cn3ccnc3C)CC2)c1 | i | 0.092 | 76
O=S(=O)(NCC(O)(c1ccccc1)C1CC1)c1ccc2c(c1)OCCO2 (centres undefined) | i | 0.16 | 54
Cc1cc(NC(=O)C2CCCN(S(=O)(=O)c3cccs3)C2)n(C(C)C)n1 (centres undefined) | i | 0.082 | 48
COc1cccc(OC)c1C(=O)NC(=S)Nc1ccccc1I | i | 0.042 | 46
CS(=O)(=O)c1ccc(S(=O)CC(=O)Oc2ccc(Br)cc2)c([N+](=O)[O-])c1 (centres undefined) | i | 0.063 | 49
Cc1ccc(-n2nc3c(c2NC(=O)C(=O)NCC2CCCO2)CSC3)c(C)c1 (centres undefined) | i | 0.034 | 63
CCCNC(=O)c1ccc(Cn2c(SCC(=O)Nc3ccccc3)nc3ccccc3c2=O)cc1 | i | 0.093 | 75
Cc1cc(C)cc(C(=O)NCCCn2nc(-c3cccs3)ccc2=O)c1 | i | 0.073 | 60
CCOc1ccc2ccccc2c1C(=O)NCC1CCN(c2ccccn2)CC1 | i | 0.067 | 57
CC(C)(C)n1ncc2c(=O)n(NC(=O)c3cc([N+](=O)[O-])ccc3Cl)cnc21 | i | 0.026 | 39
Cc1ccc(C(CNC(=O)c2cccc(C(F)(F)F)c2)N2CCOCC2)cc1 (centres undefined) | i | 0.038 | 53
CCc1ccc(N2CC(C)Cn3c2nc2c3c(=O)n(CC(N)=O)c(=O)n2C)cc1 (centres undefined) | i | 0.098 | 60
Cc1cc(C)n(CCN2CCN(C(=O)c3ccc(Br)o3)CC2)n1 | i | 0.12 | 51
COc1ccc(/C=C2\Oc3c4c(cc(C)c3C2=O)OCN(C2CC2)C4)cc1OC | i | 0.07 | 25
COc1ccccc1C(c1c(O)cc(C)[nH]c1=O)c1c(O)cc(C)[nH]c1=O | i | 0.044 | 45
COc1ccc(CC(=O)Nc2sc(C)c(C)c2C(N)=O)cc1 | i | 0.052 | 46
Cc1cc(NC(=O)C(=O)c2c(C)[nH]c3ccccc23)n(-c2nc(-c3ccc4c(c3)OCO4)cs2)n1 | i | 0.099 | 20
SMILES | AMPAR-TARP mod | AMPAR-TARP mod agonism max-min | AMPAR-TARP mod glutamate slope
COCCn1nnn(-c2ccc(NS(=O)(=O)c3ccc(C(F)(F)F)cc3)cc2)c1=O | i | 0.16 | 58
Cn1nnc2c(N(CCc3ccccc3)Cc3ccccc3)ncnc21 | i | 0.095 | 58
C=CCN=C1NC(=O)C(CC(=O)Nc2ccc(Br)cc2)S1 (centres undefined) | i | 0.13 | 52
COc1cccc(CNC(=O)CN2CCN(Cc3ccc(F)cc3Cl)S2(=O)=O)c1 | i | 0.12 | 44
COc1ccc(C2Cc3cc(C(=O)Nc4ncc(Cc5ccc(F)cc5)s4)ccc3C(=O)O2)cc1 (centres undefined) | i | 0.09 | 58
Cc1ccc(NC(=O)Cn2nc(C(=O)Nc3ccc(C)cc3)ccc2=O)cc1 | i | 0.11 | 56
Cc1ccc(NC(=O)c2cccc(Br)c2)cc1N1CCCCC1=O | i | 0.1 | 67
O=C(Nc1cc(-c2cccs2)nn1CCO)c1cc2ccccc2oc1=O | i | 0.09 | 56
COCCn1cnc2c(-c3ccccc3)cn(CC(=O)Nc3cccc(C(=O)OC)c3)c2c1=O | i | 0.031 | 47
O=C(c1ccc(F)cc1)N1CCCC(c2nnc(Cc3ccc(F)cc3)o2)C1 (centres undefined) | i | 0.092 | 48
CCn1nnc2c(N3CCOCC3)ncnc21 | i | 0.11 | 60
COc1ccc(S(=O)(=O)N2CCCc3cc(NS(=O)(=O)Cc4ccccc4)ccc32)cc1 | i | 0.13 | 63
CCCC(=O)N(CCN1CCOCC1)c1nc2c(OCC)cccc2s1 | i | 0.071 | 44
CCOc1ccc(CC(=O)Nc2nc3ccc4sc(C)nc4c3s2)cc1 | i | 0.14 | 55
CSc1cccc(NC(=O)C(=O)NCCCn2ccnc2)c1 | i | 0.081 | 59
O=C(c1ccco1)N1CCN(c2ccc(Nc3cccnc3)nn2)CC1 | i | 0.31 | 53
Cc1cn2c3c(=O)n(Cc4ccc(Cl)cc4Cl)c(=O)n(C)c3nc2n1CCOCCO | i | 0.11 | 63
O=C(c1ccco1)N1CCN(c2ccc(-c3ccc4c(c3)OCO4)nn2)CC1 | i | 0.084 | 41
CCCCC(=O)NCCOc1ccc2nnc(-c3ccc(F)cc3)n2n1 | i | 0.095 | 63
CCn1c(C2CC(=O)N(c3ccccc3)C2)nc2ccccc21 (centres undefined) | i | 0.033 | 30
Cc1ccc(NC(=O)c2ccc(=O)n(Cc3ccccc3F)c2)c(C)c1 | i | 0.052 | 58

Part of the list above, with values ahead of the structure.
AMPAR-TARP mod	AMPAR-TARP mod agonism max-min	AMPAR-TARP mod glutamate slope	Compound
i	0.031	47	COCCn1cnc2c(-c3ccccc3)cn(CC(=O)Nc3cccc(C(=O)OC)c3)c2c1=O
i	0.092	48	O=C(c1ccc(F)cc1)N1CCCC(c2nnc(Cc3ccc(F)cc3)o2)C1 (centres undefined)
i	0.11	60	CCn1nnc2c(N3CCOCC3)ncnc21
i	0.13	63	COc1ccc(S(=O)(=O)N2CCCc3cc(NS(=O)(=O)Cc4ccccc4)ccc32)cc1
i	0.071	44	CCCC(=O)N(CCN1CCOCC1)c1nc2c(OCC)cccc2s1

Bioassay records deposited in PubChem by Vanderbilt High Throughput Screening Facility.
